OXTR potentiate – human OXTR potentiators, primary screen, fluorescence, CHO-OTR cells, Fluo-8 calcium | Oxytocin receptor (Homo sapiens), P30559 | 0.061% of 320,000 active | activation, % at 3 µM | Fluo-8 calcium fluorescence, potentiator mode; 0% = oxytocin EC15, 100% = EC100;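 active = activation above that plate's cutoff, the mean activation of tested compounds plus 3 SD, cut at about 6.6% in these data, passing the limit was not always enough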;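 also: 100% uses oxytocin at 75 nM as the full agonist control; some results filed as inactive read as strong as hits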
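Measured by – Fluo-8 calcium dye fluorescence · Test system – human OTR in CHO cells · Dosing – one concentration, 3.0 µM compound · Controls – EC15 oxytocin alone as 0%, 75 nM oxytocin as 100% · Evaluation – normalized max/min fluorescence ratio, % activation · Timing – 6 min pre-incubation, 100 s read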
CHRM4 agonist – human M4 muscarinic receptor agonists, primary screen, CHO-K1 cells, Fluo-8 calcium fluorescence. Muscarinic acetylcholine receptor M4 (Homo sapiens), P08173. CHO-K1 hM4/Gqi5; vehicle 0%, full acetylcholine response 100%. activation, % at 3 µM. 0.14% of 360,000 active. AID 624127, 2012;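 active = activation above the run mean over all test wells plus 3 SD, cut at about 32% in these data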;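 also: peak over basal fluorescence ratio per well then scaled between controls; 0% = DMSO wells and 100% = acetylcholine at EC100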
Target sequence (P08173 whole entry, looked up): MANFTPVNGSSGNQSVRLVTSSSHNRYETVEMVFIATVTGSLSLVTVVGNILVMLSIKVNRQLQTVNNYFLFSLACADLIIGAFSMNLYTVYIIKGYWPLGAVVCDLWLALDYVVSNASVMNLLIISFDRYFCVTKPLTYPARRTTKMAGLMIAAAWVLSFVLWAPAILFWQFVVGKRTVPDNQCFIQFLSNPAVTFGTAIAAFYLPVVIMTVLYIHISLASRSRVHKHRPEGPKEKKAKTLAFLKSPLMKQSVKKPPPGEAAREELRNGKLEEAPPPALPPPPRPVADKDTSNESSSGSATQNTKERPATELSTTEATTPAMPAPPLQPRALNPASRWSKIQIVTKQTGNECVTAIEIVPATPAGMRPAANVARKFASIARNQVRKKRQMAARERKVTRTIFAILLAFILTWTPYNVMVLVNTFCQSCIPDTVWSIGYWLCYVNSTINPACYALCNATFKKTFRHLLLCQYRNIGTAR
CHO parental Ca – ATP-evoked calcium signal inhibitors, parental CHO, primary screen, counter-screen for OX1R antagonist project, cell-based, fluorescence, Fluo-8 calcium dye | parental CHO-K1, ATP-induced calcium, Fluo-8 fluorescence | inhibition, % at 5.6 µM | 0.63% of 330,000 active;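 active = inhibition above that plate's mean sample inhibition plus 3 SD, cut at about 26% in these data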;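 also: 0% = ATP-challenged DMSO wells and 100% = DMSO wells without ATP; some compounds past the cut are filed as inactive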
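Assay system – parental CHO cells · Reagent – ATP stimulus · Detection – intracellular calcium via Fluo-8 no-wash fluorescent dye · Evaluation – percent inhibition of ATP-evoked calcium rise, normalized to controls · Controls – ATP wells versus no-ATP DMSO wells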
M4 antag – human M4 muscarinic receptor antagonists, primary screen, CHO cells, Fluo-8 calcium fluorescence. inhibition, % at 3 µM. 0.73% of 360,000 active. CHO-hM4 cells, ACh EC80;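 active = inhibition above its plate's cutoff, the mean inhibition of sample wells plus 3 SD, cut at about 27% in these data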;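 also: 0% = acetylcholine EC80 with DMSO and 100% = DMSO without agonist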
Numbers without * were called inactive; x = not tested or not shown. A portion of the library; the hit share may differ from the screen's.

| no. | compound | OXTR potentiate | CHRM4 agonist | CHO parental Ca | M4 antag |
| --- | --- | --- | --- | --- | --- |
| 1 | C=CCN(CC#CCOc1ccccc1OC)CC=C | -2.4 | x | -4.8 | x |
| 2 | CN1CC=C(/C=C/c2ccc(-c3ccccc3)cc2)CC1 | -19.3 | x | 22.2 | x |
| 3 | Oc1ccc2c3c1O[C@H]1c4[nH]c5ccccc5c4C[C@@]4(O)C(C2)N(CC2CC2)CC[C@]314 | -6.6 | x | -2.7 | x |
| 4 | O=[N+]([O-])c1ccc(NCc2ccccc2)c2nonc12 | -17.2 | x | 94.4* | x |
| 5 | COc1ccc(-c2csc(NC(=O)COC(=O)Cc3ccccc3)n2)cc1OC | -6.2 | x | -5.7 | x |
| 6 | COc1cc(N)c(Cl)cc1C(=O)NC1CN2CCC1CC2 (centres undefined) | 5.6 | x | -10.7 | x |
| 7 | FCCN(CCF)c1cccc(Cl)c1 | -7.0 | x | -7.0 | x |
| 8 | NC1=C([N+](=O)[O-])C(c2ccc3c(c2)OCO3)c2c(c3ccccc3oc2=O)O1 (centres undefined) | -4.9 | x | -4.0 | x |

As entered above:
no. 5 | CHO parental Ca = -5.7
no. 8 | CHO parental Ca = -4.0
no. 4 | CHO parental Ca = 94.4*
no. 2 | OXTR potentiate = -19.3
no. 7 | CHO parental Ca = -7.0

Following part:
| no. | compound | OXTR potentiate | CHRM4 agonist | CHO parental Ca | M4 antag |
| --- | --- | --- | --- | --- | --- |
| 9 | CCOC(=O)c1ccc(NC(=O)C2C3C=CC(O3)C2C(=O)O)cc1 (centres undefined) | -7.1 | x | -3.8 | x |
| 10 | O=[N+]([O-])c1cc(F)c(N2CCCC2)cc1N1CCNCC1 | -6.2 | x | -18.4 | x |
| 11 | NC1=NC(c2cccnc2)n2c(nc3ccccc32)N1 (centres undefined) | -1.1 | x | -7.5 | x |
| 12 | Cc1ccc2c(c1)=C/C(=C\c1c(O)[nH]c(=S)[nH]c1=O)C(=O)N=2 | 4.2 | x | 4.0 | x |
| 13 | COCCNP(=O)(c1ccccc1)c1nc2ccccc2s1 (centres undefined) | -18.7 | x | -15.3 | x |
| 14 | CN[C@@H]1C[C@@H](c2ccc(Cl)c(Cl)c2)c2ccccc21 | -4.1 | x | 7.2 | x |
| 15 | COc1ccc(/C=C2/C(=O)NC(=O)N(C3CCCCC3)C2=O)cc1CSc1ccccn1 | -8.9 | x | -24.6 | x |
| 16 | CSC1=NP(=S)(SC)N(C)c2nc3n(c21)CCC3 (centres undefined) | -3.2 | x | -27.9 | x |
| 17 | CC1CCN(S(=O)(=O)c2ccc(NN=C(C#N)C#N)cc2)CC1 | -18.9 | x | 16.5 | x |
| 18 | Oc1c(Br)cc(Br)cc1Oc1ccc(Br)cc1Br | -8.9 | x | 8.6 | x |
| 19 | Cc1nc2ccc(P(=O)(O)O)cc2s1 | -0.3 | x | -4.0 | x |
| 20 | CN1C(=O)N(C)C(=O)C2(Cc3cc(N)ccc3N3CCN(c4ccccc4F)CC32)C1=O (centres undefined) | -3.1 | x | -5.9 | x |
| 21 | CC(C)[C@H]1C(=O)O[C@@H]2CCN3CC=C(COC(=O)[C@](C)(O)[C@]1(C)O)[C@H]23 | -10.1 | x | -7.6 | x |
| 22 | N[C@@H](Cc1cc(Br)c(O)c(Br)c1)C(=O)O | -2.2 | x | -5.2 | x |
| 23 | COC1=CC(=O)[C@]2(C=C1OC)OC[C@@H]1Oc3c(ccc4c3C=CC(C)(C)O4)C(=O)[C@@H]12 | -9.7 | x | 61.9* | x |
| 24 | C[C@]12CCC3C(CC[C@H]4C[C@@H](O)CC[C@]34C)C1C[C@@H](Br)[C@@H]2O (some centres undefined) | 0.9 | x | -7.5 | x |

Five compounds from above, showing only OXTR potentiate and M4 antag:
# | canonical_smiles | OXTR potentiate | M4 antag
4 | O=[N+]([O-])c1ccc(NCc2ccccc2)c2nonc12 | -17.2 | x
5 | COc1ccc(-c2csc(NC(=O)COC(=O)Cc3ccccc3)n2)cc1OC | -6.2 | x
6 | COc1cc(N)c(Cl)cc1C(=O)NC1CN2CCC1CC2 (centres undefined) | 5.6 | x
7 | FCCN(CCF)c1cccc(Cl)c1 | -7.0 | x
8 | NC1=C([N+](=O)[O-])C(c2ccc3c(c2)OCO3)c2c(c3ccccc3oc2=O)O1 (centres undefined) | -4.9 | x

A different layout for part of the listing above:
The line under a structure holds: OXTR potentiate	CHRM4 agonist	CHO parental Ca	M4 antag
[18] Oc1c(Br)cc(Br)cc1Oc1ccc(Br)cc1Br
 : -8.9	x	8.6	x
[19] Cc1nc2ccc(P(=O)(O)O)cc2s1
 : -0.3	x	-4.0	x

(cont.)
| no. | compound | OXTR potentiate | CHRM4 agonist | CHO parental Ca | M4 antag |
| --- | --- | --- | --- | --- | --- |
| 25 | C/C(=N\N1CCCCCC1)c1c(O)n(C)c(=O)n(C)c1=O | -6.5 | x | -0.5 | x |
| 26 | COc1ccc(CN2CCN(c3ccccc3F)CC2)c(OC)c1 | 3.0 | x | -11.1 | x |
| 27 | COc1ccc(C2c3c(nc(C)[nH]c3=O)Oc3c2c(=O)oc2ccccc32)cc1 (centres undefined) | -9.7 | x | -4.5 | x |
| 28 | CC(=O)O[C@]1(C)C(=O)OC/C2=C/CN(C)CCC(OC(=O)[C@@](O)(C(C)O)C[C@H]1C)C2=O (some centres undefined) | -5.1 | x | -1.6 | x |
| 29 | CC[C@@H]1C=CC=CC[C@H](C)[C@@H](O)[C@@H](C)C(=O)[C@H](C)[C@@H](O)[C@H](C)C(=O)[C@H](C)[C@@H](O)[C@H](C)C=CC(=O)O[C@H]2[C@@H](C)[C@@H](CC1)O[C@@]1(CC[C@@H](C)[C@@H](C[C@H](C)O)O1)[C@@H]2C | -5.3 | x | -41.1 | x |
| 30 | CC(C)(O)[C@H]1O[C@H]2CC[C@@]3(C)[C@@](O)(CC[C@H]4Cc5c([nH]c6ccccc56)[C@@]43C)C2=CC1=O | -1.9 | x | 5.2 | x |
| 31 | CCCCC/C=C\C/C=C\C/C=C\C/C=C\CCCC(=O)Nc1ccc(O)cc1 | -4.0 | x | -14.8 | x |
| 32 | O=P(/C=C1\OCc2ccccc21)(Oc1ccccc1)Oc1ccccc1 | x | 6.5 | x | -7.9 |
| 33 | CNC(=O)C[C@H]1CC[C@@H]2NC[C@H](O)COC[C@H]2O1 | x | 1.2 | x | -10.1 |
| 34 | CC[C@H]1c2ccccc2[C@@H]2CC[C@H]1N2c1ccccc1 | x | -2.7 | x | -2.2 |

Full records, looked up by structure. Values in the order: OXTR potentiate	CHRM4 agonist	CHO parental Ca	M4 antag
CC[C@H]1c2ccccc2[C@@H]2CC[C@H]1N2c1ccccc1 is listed with x	-2.7	x	-2.2
COc1ccc(-c2csc(NC(=O)COC(=O)Cc3ccccc3)n2)cc1OC is listed with -6.2	x	-5.7	x
O=[N+]([O-])c1cc(F)c(N2CCCC2)cc1N1CCNCC1 is listed with -6.2	x	-18.4	x
